# Screening results deposited in PubChem by National Center for Advancing Translational Sciences (NCATS).
# AmpC inh no detg: AmpC beta-lactamase inhibition without detergent | AmpC nitrocefin hydrolysis, absorbance 480 nm, 0.0001% Triton | Potency, µM (titrated, usually from 57.1 µM), for inactives: top-dose activity change, negative = inhibition, usual class: inhibitors | actives 0.52% (n = 330,000) | AID 485341;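 further: potency means the concentration at half of the fitted maximal effect; plate controls were no compound for no effect and no enzyme for full effect; nearly all actives have a fitted effect of over 20% in size; some results filed as inactive show a strong effect at the top dose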
# Target sequence (P00811 whole entry, looked up): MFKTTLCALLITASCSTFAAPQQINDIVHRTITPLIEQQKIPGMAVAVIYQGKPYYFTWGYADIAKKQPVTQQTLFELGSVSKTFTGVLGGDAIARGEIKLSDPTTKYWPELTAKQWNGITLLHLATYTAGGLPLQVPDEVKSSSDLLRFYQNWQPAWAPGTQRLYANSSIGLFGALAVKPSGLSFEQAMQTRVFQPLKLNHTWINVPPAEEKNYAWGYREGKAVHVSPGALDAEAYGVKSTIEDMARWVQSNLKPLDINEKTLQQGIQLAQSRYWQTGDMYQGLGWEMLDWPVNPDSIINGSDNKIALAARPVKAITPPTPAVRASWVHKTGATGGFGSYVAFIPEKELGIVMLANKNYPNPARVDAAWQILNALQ
#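 AmpC (5.3 nM in the dispensed reagent) in 20 mM phosphate pH 7.0 with 0.01% (detergent screen) or 0.0001% Triton X-100 was preincubated with compounds for 15 min at room temperature. Nitrocefin was then added from an 800 uM solution, and hydrolysis was followed at 480 nm.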
# Tb PYK inh: T. brucei pyruvate kinase inhibition | Q57TT1 | TbPYK enzyme, Kinase-Glo Plus ATP luminescence, 45 min | Potency, µM (highest dose often 76.8 µM), for the others: at the highest dose activity, negative = inhibition, usual class: inhibitors | actives 0.12% (n = 410,000); further: potency means the concentration at half of the fitted maximal effect; on the % scale 0 is the no-effect control and ±100 the full control effect; nearly all actives have a fitted effect of over 50% in size
#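 Assay buffer: 50 mM TEA pH 7.2, 100 mM KCl, 10 mM MgCl2, 0.05% BSA, 0.01% Tween-20. Pyruvate kinase from T. brucei plus substrate met compound, then ADP (130 uM final). Luminescence was read post 45 min RT.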
# CHX counter: counter-screen hit for Shiga toxin inhibitors, cycloheximide. cell reporter, cycloheximide protein synthesis inhibition counterscreen. max response, %. actives 12% (n = 300,000). AID 2314; in the data active means max response mostly above about 13%, no sharp cut-off; inactive means mostly below about 14%; further: read at 38.3 µM for the half of the compounds with a filed dose; 0% is about no effect
# LmPK inhibitor: LmPK (Leishmania mexicana) enzyme inhibition; Q27686; actives 0.37% (n = 290,000); AID 1721; purified LmPK, Kinase-Glo ATP luminescence, 1 h; Potency, µM (highest dose often 57.5 µM), for inactives: at the highest dose activity change, negative = inhibition, actives largely listed as inhibitors; further: potency means the concentration at half of the fitted maximal effect; on the % scale 0 is the no-effect control and ±100 the full control effect
# Target sequence (Q27686 whole entry, looked up): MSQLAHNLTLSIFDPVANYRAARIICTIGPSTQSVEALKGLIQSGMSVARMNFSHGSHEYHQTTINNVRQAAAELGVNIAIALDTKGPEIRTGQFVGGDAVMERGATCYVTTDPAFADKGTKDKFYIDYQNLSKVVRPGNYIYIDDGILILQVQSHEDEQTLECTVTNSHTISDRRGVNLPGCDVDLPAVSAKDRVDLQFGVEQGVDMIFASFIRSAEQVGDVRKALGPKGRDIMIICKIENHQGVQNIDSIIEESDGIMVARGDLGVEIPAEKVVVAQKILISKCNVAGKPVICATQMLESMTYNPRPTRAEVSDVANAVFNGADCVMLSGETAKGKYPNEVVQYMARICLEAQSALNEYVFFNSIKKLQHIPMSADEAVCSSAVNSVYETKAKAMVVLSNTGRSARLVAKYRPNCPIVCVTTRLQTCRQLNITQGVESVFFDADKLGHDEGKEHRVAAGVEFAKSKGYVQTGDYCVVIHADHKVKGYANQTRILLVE
#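 Screened at intermediate enzyme activity to detect both inhibitors and activators: LmPK at 0.1 nM, with a 0.5 nM enzyme column as activation reference. PEP 0.5 mM, ADP 0.1 mM; ATP detected by luminescence after 1 h.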
# Shiga toxin inh: Shiga toxin inhibition; actives 9.2% (n = 290,000); AID 2315; inhibition, % at 38.7 µM; Vero cells, Shiga toxin protein synthesis inhibition reporter; in the data active means inhibition mostly above about 28%, no sharp cut-off; inactive means mostly below about 43%; further: 0% is about no effect
# Pf growth 48h: P. falciparum growth inhibition at 48 hours (one generation); actives 5.9% (n = 310,000); Potency, µM (series often up to 28.7 µM), inactives show top-dose activity change, negative = inhibition, most hits filed as inhibitors; P. falciparum luciferase growth in erythrocytes, 48 h; further: potency means the concentration at half of the fitted maximal effect; on the % scale 0 is the no-effect control and ±100 the full control effect
#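 Read-out is firefly luciferase luminescence from an integrated reporter in P. falciparum, so falling signal marks reduced parasite growth. Infected erythrocytes were at 2% hematocrit and 0.1% parasitemia (final) in Albumax-supplemented RPMI 1640.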
# Pf growth 96h: inhibits malaria parasite growth, 96 h; P. falciparum luciferase reporter growth, 96 h; actives 6.9% (n = 320,000); Potency, µM (highest dose often 28.7 µM), for inactives: at the highest dose activity change, negative = inhibition, hits mostly inhibitors; AID 504834; further: potency means the concentration at half of the fitted maximal effect; on the % scale 0 is the no-effect control and ±100 the full control effect
#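 96 h incubation, 37 C, 5% CO2, of luciferase-reporter P. falciparum-infected RBCs (2% hematocrit, 0.05% parasitemia final) with test compounds; endpoint luminescence.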
# Active calls of the source: *; ? = inconclusive; . = no result given; & = joins results of further samples; [ ] = another dose, or the depositor's remark. Unless noted, the call rests on the fitted dose curve; in most records, active means well fitted curve in the direction sought with a large enough effect; inconclusive means small, poorly fitted or top-dose-only effect, or another doubt; inactive means no such curve, though single readings can be large; an effect the other way counts as inactive or inconclusive.
SMILES,AmpC inh no detg,Tb PYK inh,CHX counter,LmPK inhibitor,Shiga toxin inh,Pf growth 48h,Pf growth 96h
COc1ccc(N(C(C)C(=O)NN=C2CCCC2)S(C)(=O)=O)cc1 (centres undefined),-5%,3%,10,2%,-11,42%,1.9µM*
O=C(c1ccc2c(c1)N(Cc1ccc(F)cc1)C(=O)c1ccccc1S2(=O)=O)N1CCN(c2ccccn2)CC1,47%,-7%&7%,0,-1%,-3,?,?
Cc1ccc(NC(=O)c2cn(-c3cccc(C)n3)cn2)cc1,-5%,0%,39*,-4%,90*,111%[activator],.
C=CCNc1ncnc2c1[nH]c1ccc(C)cc12,13µM*,1%,43*,3%,79*,?,?
O=C(COC(=O)c1cccc(Br)c1)NC(=O)NC1CCCC1,-13%,3%,.,.,.,-14%,48%[activator]
COc1cc(CNCc2ccccc2C(F)(F)F)cc(OC)c1,-8%[11.4 µM],5%,3,0%,-3,11%,15%
CCCCN(CC)c1nc(N)c(C#N)c(CC#N)c1C#N,-21%,6%,0,7%,-12,.,3.3µM*
COc1ccc(-n2c(COc3ccccc3)nnc2SCC(N)=O)cc1,11%,-14%,-3,-4%,19,17%,-10%
Cn1c(SCC(=O)c2cc(Cl)c(Cl)s2)nnc1-c1ccco1,-21%,?,2,8%,4,-45%,-5%
O=C(O)CC(CNC(=O)C1CCCN1C(=O)OCc1ccccc1)c1ccccc1 (centres undefined),-11%,-5%,-2,4%,-9,16%,12%
Nc1c(C(=O)NCc2ccc3c(c2)OCO3)nnn1Cc1ccc(Br)cc1,-31%,-5%,12,10%,46,-9%,1%
Cc1ccc(S(=O)(=O)Cn2nnnc2CN2CCCC3(CCCCC3)C2)cc1,-12%,0%,-2,3%,3,13µM*,.
O=C(N/C(=C\c1cccc(Br)c1)C(=O)N1CCCCC1)c1ccco1,47%,1%,-5,-2%,-5,9%,?
COc1ccc(C2CC(c3cccs3)=NN2C(=O)CSc2nc(=O)n3ccc(C)cc3n2)cc1 (centres undefined),95%[activator],7%,.,.,.,12µM*,?
N#C/C(=C\c1cccnc1)C(=O)NC1CCCCC1,-9%,5%,1,0%,-5,10µM*,?
O=C(COC(=O)Cn1c(C(F)(F)F)nc2ccccc21)Nc1ccc2c(c1)OCCO2,-13%,-1%,-2,-8%,-1,.,-7%
CCCC(=O)N1CCN(c2ccc(NC(=O)c3cccs3)cc2)CC1,-9%,-4%,5,-6%,13,15%,2%
COc1ccc(NC(=O)CCS(=O)(=O)c2cccc3nonc23)cc1,-12%,-2%,13,-6%,4,-3%,-1%
O=C(CCC(=O)N1CCOc2ccc(Cl)cc21)NCCN1CCOCC1,-15%,-2%,-2,-4%,-4,-2%,14%
CCc1cc(=O)oc2cc(OC(=O)c3ccco3)ccc12,-17%,2%,-1,-7%,17,13%,-39%
O=C(CCNC(=O)c1ccc(Br)o1)NCc1ccccc1Cl,-14%,-4%,2,7%,-2,-16%,5%
Cc1ccc2nc(N(CCCN(C)C)C(=O)CCc3ccccc3)sc2c1,193%[activator],-3%,-4,0%,-13,?,?
O=C(Nc1cccnc1)c1cccc(NC(=O)c2ccco2)c1,-13%,-2%,6,-2%,-1,7%,43%[activator]
O=c1[nH]c2ccc(S(=O)(=O)Nc3ccc(Cl)cc3)cc2o1,-17%,0%,13,9%,3,4%,-30%
CCC(C)C(=O)Nc1nc(-c2ccc3c(c2)NC(=O)CO3)cs1 (centres undefined),-31%,-4%,7,1%,39,?,-4%
Cn1cccc1CC(=O)N/N=C\c1ccccc1,-18%,3%,7,0%,11,8%,28%
CCn1c(=O)c(C(=O)CN2CCCc3ccccc32)c(N)n(Cc2ccccc2)c1=O,-10%,-2%,5&6,2%,28&3,9.3µM*,12µM*
Clc1ccc2c(N/N=C/c3ccc(Br)cc3)ccnc2c1,-10%,-2%,9,-5%,21,0.33µM*,1.5µM*
COC(=O)C(C(=O)Nc1ccc(OC)cc1)C1CCCCCC1 (centres undefined),-17%,-20%,-1,5%,0,-9%,27%
O=C(O)c1[nH]c2ccc([N+](=O)[O-])cc2c1-c1ccccc1,-26%,4%,-2,-2%,-8,-15%,17%
COc1ccc(CN(C(=O)Cn2nnc(-c3ccc(C)o3)n2)C(C(=O)NCC2CCCO2)c2ccco2)cc1 (centres undefined),-6%,-2%,17*,2%,0,-3%,25%
CCOC(=O)c1nn(-c2ccc(Cl)cc2)cc1O,-18%,-9%,56*,-7%,101*,47%[activator],115%[activator]
c1ccc(OCc2nn3c(-c4ccncc4)nnc3s2)cc1,-8%,-6%,10,-4%,-11,32%[activator],?
COc1ccccc1C(=O)NNC(=O)C1CCN(C(=O)OC(C)(C)C)CC1,-6%,4%,13,7%,-12,31%[activator],?
COc1ccc(CC(=O)NCc2nnc(SCC(=O)Nc3ccccc3)n2C)cc1,-4%,1%,1,0%,-9,9%,10%
CN(c1ccc(OC(=O)c2ccc(-n3cncn3)c([N+](=O)[O-])c2)cc1)S(=O)(=O)c1ccccc1,-7%,0%,.,.,.,-7%,-8%
CCCNC(=O)c1onc(CSc2ccccn2)c1C(=O)NCCC,11%,2%,-3,-5%,-7,37%[activator],1%
CCCc1cc(=O)n2[nH]cc(-c3ccc(Cl)cc3)c2n1,-39%,-3%,-2,-5%,-9,?,?
O=c1nc(N2CCCCC2)nc2n1CCO2,?,4%,-2,5%,-9,5%,.
Cc1ccc(CNC(=O)CC2C(=O)Nc3c2c(=O)n(C)c(=O)n3Cc2ccccc2)cc1 (centres undefined),-17%,-1%,-5,5%,-21,-27%,?
COc1ccccc1C1NC(=O)NC(C)=C1C(=O)Nc1cccc(C)c1C (centres undefined),-24%,2%,-4,5%,-4,.,33%[activator]
COc1ccc2[nH]c(=O)c(CN(C(=O)c3ccco3)C(C)C)cc2c1,-31%,-4%,1,2%,0,0%,48%[activator]
O=C(c1ccco1)N1CCN(C(c2cccs2)c2nnnn2C2CCCCC2)CC1 (centres undefined),1%,-5%,-5,4%,-3,?,-16%
CCN1CCN(C(=O)c2ccc(OC)c(S(=O)(=O)Nc3ccc(C)cc3)c2)CC1,-27%,-1%,1,1%,14,-15%,0%
Cc1csc(=Nc2cccnc2)n1Cc1ccco1,-17%,-22%,8,-5%,-5,-8%,?
N#Cc1ccc(/C=C/C(=O)O)cc1,-9%,4%,-3,2%,3,2%,1%
O=C(COC(=O)COc1ccccc1)NCCC1=CCCCC1,0%,1%,.,.,.,-1%,48%[activator]
COc1c(/C=N/Nc2ccc([N+](=O)[O-])cc2[N+](=O)[O-])c(C)nn1-c1ccccc1,-12%,-2%,-4,-6%,4,10%,?
Cn1c(C(=O)Nc2ccc3c(c2)OCO3)cc2c(=O)n(C)c3ccccc3c21,45%,-2%,7,0%,-4,-17%,26%
CCOC(=O)N1CCN(C(=O)c2cc(-n3cnnc3)ccc2Cl)CC1,-10%,-5%,1,-7%,-16,-9%,23%
CN1CCN(CC(=O)Nc2ccccc2Oc2ccccc2)CC1,35%,3%,-3,1%,-9,9%,?
CCn1c(Cc2ccccc2)nnc1SCc1cccc(C(=O)O)c1,-11%,5%,-1,-5%,32,28%,7%
CNC(=O)c1cc(Nc2nnc(-c3ccc(O)cc3)c3ccccc23)ccc1OC,-34%,-6%&2%,-4,5%,-12,?,23%
O=C(O)c1cccnc1SCc1cn2cc(Br)ccc2n1,-17%,?,-5,-1%,27,-13%,1%
O=C(N/N=C/c1ccc(N2CCOCC2)cc1)C1COc2ccccc2O1 (centres undefined),-35%,-3%,15,-3%,-5,-1%,24%
Cc1ccc(N2C(=O)SC(Cc3ccccc3)C2=O)cc1 (centres undefined),-22%,?,14*,2%,42*,31%[activator],105%[activator]
Cc1nn(Cc2ccccc2)c(C)c1C(=O)NC1CCCc2ccccc21 (centres undefined),20%,-9%,0,-2%,-19,-10%,-23%
O=C(CCSc1ccccc1Cl)NNC(=O)c1ccncc1,-18%,3%,.,.,.,-26%,5%
COc1cccc(NC(=O)C2CC(=O)N(Cc3ccc(C)cc3)C2)c1 (centres undefined),49%,3%,6,1%,13,-17%,-20%
COC(=O)c1sc2nc(SCc3ccccc3C#N)n(N)c(=O)c2c1C,-20%,-1%,11,-2%,-14,?,273%[activator]
Nc1ccc(C(=O)N/N=C\C=C\c2ccc([N+](=O)[O-])cc2)cc1,-10%[11.4 µM],0%,1,2%,-7,10%,-3%
